Compound activity deposited in PubChem by The Scripps Research Institute Molecular Screening Center.
AHR activator: AHR activators, primary screen, cell-based, luminescence, luciferase reporter, human; AHR-responsive luciferase reporter cells; 320,000 tested, 2.5% active; Aryl hydrocarbon receptor (Homo sapiens), P35869; activation, % at 5 µM; in the data active = activation above about 47%;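 note: 0% = vehicle wells and 100% = reference agonist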
proCasp7 act: procaspase-7 activators, primary screen, counter-screen for procaspase-3 activator project, biochemical, absorbance, HTS, human | 330,000 tested, 0.093% active | activation, % at 8.5 µM | recombinant procaspase-7, Ac-DEVD-pNA absorbance 405 nm; D23A/D198A/D206A triple mutant, cannot self-cleave; scale: DMSO 0, 5 µM enzyme 100 | Caspase-7 (Homo sapiens), P55210;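 active = percent activation above the screen-wide mean plus 3 SD, cut at about 25% in these data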
Target sequence (P55210 whole entry D23A/D198A/D206A): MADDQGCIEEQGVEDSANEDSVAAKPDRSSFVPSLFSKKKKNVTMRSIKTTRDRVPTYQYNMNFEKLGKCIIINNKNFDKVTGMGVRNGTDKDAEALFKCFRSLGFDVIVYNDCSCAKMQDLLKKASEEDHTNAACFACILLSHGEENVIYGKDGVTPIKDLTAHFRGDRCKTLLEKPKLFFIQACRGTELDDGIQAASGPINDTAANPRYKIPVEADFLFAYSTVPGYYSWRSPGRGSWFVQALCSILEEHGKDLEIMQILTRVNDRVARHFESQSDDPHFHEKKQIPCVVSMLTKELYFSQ
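Replicates: singlicate. Assay system: Procaspase-7 triple mutant (PC-7 D3A). Signal: 405 nm absorbance of p-nitroaniline. Times: 1 h preincubation, 2 h reaction. Buffer or medium: Zinc-free HEPES pH 7.4 with 300 mM NaCl, 0.01% Triton X-100. Also added: DEVD-pNA substrate. Benchmarks: DMSO wells as 0%, DMSO with 5 µM added PC-7 as 100%.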
PAFAH2 FP inh: PAFAH2 enzyme inhibitors, primary screen, biochemical, fluorescence polarization, human | inhibition, % at 3.39 µM | AID 492956, 2010 | recombinant PAFAH2, FP-rhodamine activity probe | 340,000 tested, 0.99% active;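 active = inhibition above the mean over all tested compounds plus 3 SD, cut at about 30% in these data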;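 note: inhibitors block probe labeling of enzyme so polarization drops; 0% = enzyme with DMSO and 100% = wells lacking PAFAH2 protein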
CTSL1 counter: Fasciola hepatica cathepsin L1 inhibitors, primary screen, counter-screen for PFM18AAP inhibitor project, biochemical, QFRET, fluorogenic peptide substrate. inhibition, % at 5.96 µM. 300,000 tested, 0.49% active. recombinant F. hepatica cathepsin L1, Z-Leu-Arg-MCA fluorescence;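 active = inhibition above the mean of all tested compounds plus 3 SD, set per screening campaign, cut at about 17% in these data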;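 note: 0% = plate median of test compound wells and 100% = 1 µM Z-Phe-Ala-diazomethylketone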
procasp3 activ: activators of human procaspase-3 D3A mutant, primary screen, biochemical, absorbance, PC-3 D3A mutant, single concentration; recombinant procaspase-3 D3A, Ac-DEVD-pNA absorbance 405 nm; activation, % at 8.5 µM; 330,000 tested, 0.11% active; AID 463141, 2010;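 active = activation above the mean of all tested compounds plus 3 SD, cut at about 21% in these data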;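 note: 0% = DMSO alone and 100% = DMSO wells spiked with extra 5 µM PC-3 D3A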
Target sequence (P42574 whole entry D9A/D28A/D175A): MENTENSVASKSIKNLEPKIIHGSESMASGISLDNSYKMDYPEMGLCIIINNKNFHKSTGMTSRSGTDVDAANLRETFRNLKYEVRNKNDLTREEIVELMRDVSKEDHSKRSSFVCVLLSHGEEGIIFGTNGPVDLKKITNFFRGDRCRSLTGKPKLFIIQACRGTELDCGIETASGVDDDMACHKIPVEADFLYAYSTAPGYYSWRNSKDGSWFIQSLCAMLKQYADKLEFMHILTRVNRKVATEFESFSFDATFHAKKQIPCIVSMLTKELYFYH
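Test system: Procaspase-3 D3A mutant; medium: Zinc-free HEPES/NaCl buffer with 0.01% Triton X-100 at pH 7.4; reagent: DEVD-pNA substrate; doses: one concentration, 8.5 µM nominal, 0.8% DMSO; times: 1 h preincubation plus 2 h reaction at 25 °C; signal: Epi-absorbance at 405 nm of released p-nitroaniline, 0 and 120 min; replicates: singlicate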
PP1 counter: PP1-alpha phosphatase inhibitors, primary screen, counter-screen for PP5 inhibitor project, biochemical, fluorescence, OMFP substrate, single point | inhibition, % at 6.7 µM | AID 2235, 2010 | purified PP1alpha | 320,000 tested, 0.9% active;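 active = inhibition above the mean inhibition of all tested compounds plus 3 SD, computed separately for each screening campaign, cut at about 15% in these data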
Target sequence (P62136 whole entry, looked up): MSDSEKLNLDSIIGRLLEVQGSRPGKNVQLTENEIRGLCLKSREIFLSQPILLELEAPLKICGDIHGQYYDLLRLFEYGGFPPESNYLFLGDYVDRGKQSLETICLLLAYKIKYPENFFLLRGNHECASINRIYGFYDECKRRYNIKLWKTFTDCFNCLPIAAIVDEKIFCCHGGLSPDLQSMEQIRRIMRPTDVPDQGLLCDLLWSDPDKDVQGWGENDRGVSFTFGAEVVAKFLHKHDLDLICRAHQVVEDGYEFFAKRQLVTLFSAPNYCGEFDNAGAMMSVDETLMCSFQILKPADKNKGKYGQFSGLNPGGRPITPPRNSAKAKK
TPT1 inh: Candida albicans TPT1 enzyme inhibitors, primary screen, biochemical, fluorescence polarization | tRNA 2'-phosphotransferase TPT1 (Candida albicans SC5314) | recombinant caTPT1, FP RNA substrate dephosphorylation | inhibition, % at 5 µM | 300,000 tested, 0.81% active | AID 1962, 2009;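 active = inhibition above the mean of all tested compounds plus 3 SD, set per screening campaign, cut at about 24% in these data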;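 note: plate controls were DMSO alone for no effect and ferristatin control at 100 nM for full effect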
core dimer inh: inhibitors of HCV core protein dimerization, primary screen, biochemical, TR-FRET, high-throughput | TR-FRET GST/Flag-core106 dimerization, 1536-well | inhibition, % at 5 µM | 300,000 tested, 0.33% active;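 active = inhibition above the mean of all tested compounds plus 3 SD, set per screening campaign, cut at about 45% in these data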
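Material: GST/Flag-tagged HCV core106 proteins. Incubation: 4 h, 22.5 °C incubation. Read-out basis: inhibition (%) from 671 over 617 nm ratio. Measured by: TR-FRET, excitation 340 nm, emission 617 and 671 nm.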
PP5 primary: PP5 phosphatase inhibitors, primary screen, biochemical, fluorescence. purified PP5c, OMFP substrate fluorescence. Serine/threonine-protein phosphatase 5 (Homo sapiens), P53041. 320,000 tested, 0.18% active. inhibition, % at 6.7 µM;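 active = inhibition above the campaign's mean inhibition across all tested compounds plus 3 SD, cut at about 9.5% in these data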;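 note: 0% = DMSO only and 100% = 100 µM cantharidin control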
* hit, by the source's call; . = not tested or not shown.

SMILES | AHR activator | proCasp7 act | PAFAH2 FP inh | CTSL1 counter | procasp3 activ | PP1 counter | TPT1 inh | core dimer inh | PP5 primary
O=C(N/N=C/c1ccc(Cl)cc1Cl)c1cccc(F)c1 | -2.7 | 10.0 | -7.3 | -0.8 | 4.7 | -0.3 | -1.5 | -0.1 | 2.3
Cc1ccc(-c2csc3nc(CSc4nnc(-c5ccc(Cl)cc5)n4C)[nH]c(=O)c23)cc1 | 11.4 | -2.1 | -2.2 | -2.2 | -0.8 | 4.3 | 12.9 | 14.4 | 1.7
CCCCCOc1ccccc1C(=O)NCCCC(=O)O | -2.4 | 8.4 | 8.8 | 2.0 | 6.9 | -0.7 | -1.6 | 5.6 | -1.6
O=C(c1ccc2c3c(cccc13)CC2)C1CCCN(Cc2ccccn2)C1 (stereo not drawn) | 13.6 | 3.0 | 2.1 | -3.4 | 1.9 | -3.3 | -0.5 | 2.1 | 0.2
CCN(CC)S(=O)(=O)c1cc(NC(=O)c2ccc3c(c2)NC(=O)C(C)S3)ccc1C (stereo not drawn) | 3.4 | 0.1 | 11.5 | . | 1.4 | 2.4 | . | . | 5.7
CC(C)C(=O)Nc1ccccc1N1CCN(C(=O)c2ccccc2)CC1 | -0.1 | -1.7 | 3.3 | 2.8 | 2.6 | -3.1 | -1.7 | 4.1 | 3.0
CCn1cc(C(=O)OC)c(=O)c2ccc(C)nc21 | 2.6 | 0.3 | 0.3 | -3.9 | -4.0 | -3.3 | -1.3 | -4.2 | -0.8
COc1ccc(OC)c(CNC(=O)CCS(=O)(=O)c2ccc3c(c2)oc(=O)n3C)c1 | 5.5 | 6.7 | 4.1 | -6.4 | 11.5 | -3.8 | -0.7 | 4.3 | 1.4
O=C(Cn1cc2c(n1)CCCCC2)NCc1cccs1 | -0.5 | 3.9 | 0.1 | -3.5 | 11.9 | 0.0 | -0.7 | -4.0 | -0.7
Cc1ccccc1C(=O)Nc1ccccc1C(=O)NC1CC1 | 7.6 | -0.2 | -8.1 | -1.5 | 0.9 | -2.0 | -1.1 | -3.2 | -1.6
Nc1ccc(C(=O)N/N=C2\CCCc3c2[nH]c2ccccc32)cc1 | 3.0 | -1.4 | -4.4 | 7.2 | -5.1 | 2.8 | -5.2 | -14.3 | 6.0
CC(=O)C1=C(O)C(=O)N(CC(=O)O)C1c1ccccc1Cl (stereo not drawn) | -1.1 | 11.6 | -3.6 | -0.2 | -5.5 | -2.5 | -1.6 | 0.7 | -0.7
CCc1cccc(NC(=O)c2cnn(-c3ccccc3)c2C)c1 | -5.6 | 4.9 | 3.0 | 4.1 | -4.8 | 0.1 | 0.9 | -0.8 | 2.1
COc1ccc(C(=O)O)cc1S(=O)(=O)N(C)C | 0.3 | 6.4 | -0.6 | 3.2 | -4.8 | -0.8 | -1.6 | -1.9 | -1.5
Cc1nn(-c2ccccc2)c(N2CCCCC2)c1/C=N/O | 2.1 | -1.9 | -0.6 | -0.6 | 2.4 | -1.5 | 1.6 | -1.1 | 3.6
CCN1C(=NCCc2cccnc2)N[C@@H](c2ccccc2)[C@H](C(=O)OC)[C@H]1C | 4.6 | 2.0 | -1.0 | -2.8 | 8.2 | -6.0 | -1.7 | 8.2 | 1.4
CCNC(=O)N(C)C[C@H]1N[C@@](Cc2ccccc2)(C(=O)OC)[C@H]2C(=O)N(C)C(=O)[C@@H]12 | -0.2 | -0.8 | 11.3 | . | 8.7 | . | . | . | .
COCCN(C(=O)CN1CCc2ccccc21)c1c(N)n(Cc2ccccc2)c(=O)[nH]c1=O | 17.5 | -6.8 | -6.2 | . | 2.1 | -0.1 | . | . | 0.0
COc1ccc(N2CCN(C(=O)c3ccc(OCc4c(C)noc4C)c(OC)c3)CC2)cc1 | 5.2 | -5.1 | 5.8 | 1.0 | 0.8 | 0.7 | -1.6 | -2.1 | 0.6
COc1cc(OC)c(OC)cc1/C=N/NC(=O)c1ccc(=O)n(C)c1 | 3.7 | 0.3 | 0.9 | -0.7 | -0.6 | -1.5 | -4.2 | -3.4 | 1.0
O=C(NCCN1CCCCC1)Nc1ccc(F)cc1 | -3.4 | -6.3 | -1.7 | -0.3 | 9.3 | -5.0 | -1.4 | 8.5 | -0.7
COc1ccc([N+](=O)[O-])cc1NC(=O)C(C)N(C)Cc1cccc(OC)c1OC (stereo not drawn) | 18.1 | 1.3 | 2.2 | -1.3 | 2.0 | 3.5 | -3.7 | -6.4 | 1.0
Cc1ccc(CC2SC(=O)NC2=O)cc1Cl (stereo not drawn) | 13.6 | -7.6 | -1.7 | 2.1 | 3.5 | 4.5 | -4.3 | -2.3 | 1.2
CC(Sc1nnc(-c2ccco2)o1)C(=O)Nc1ccc(OC(F)F)cc1 (stereo not drawn) | 2.1 | -0.2 | 4.2 | . | 5.9 | . | . | . | .
CCN(CCn1cccn1)C(=O)CC1C(=O)NCCN1Cc1ccc(OC)c(OC)c1 (stereo not drawn) | 6.2 | -0.9 | -6.0 | 1.7 | 5.3 | -0.5 | -0.9 | 0.1 | 2.7
CC(C(=O)O)c1n[nH]c(=O)c2ccccc12 (stereo not drawn) | -0.2 | 0.8 | 2.1 | -2.5 | 7.3 | 1.2 | -3.4 | -2.0 | -1.1
Cc1ccc(S(=O)(=O)N2CCN(C(=O)[C@H](Cc3ccccc3)NC(=O)c3ccco3)CC2)cc1C | -0.7 | 5.7 | -3.8 | . | 6.7 | 2.2 | . | . | 1.6
O=C(NC1CCN(C(=O)NC2CCCCC2)CC1)c1ccco1 | 3.3 | 5.9 | -7.2 | 5.2 | 7.4 | -1.0 | 0.5 | 0.9 | -2.2
O=C(Nc1ccc(S(=O)(=O)Nc2nccs2)cc1)C(F)(F)F | -1.0 | -4.4 | -1.2 | -0.9 | -16.5 | -2.0 | 1.3 | 0.5 | -1.9
CCc1nc(NCc2cccnc2)c2oc3ccccc3c2n1 | 64.1* | -5.8 | -2.8 | -1.1 | -1.1 | -4.1 | 1.8 | -0.6 | 5.0

Four structures already listed, ordered by heavy-atom count, largest number first:
SMILES | AHR activator | proCasp7 act | PAFAH2 FP inh | CTSL1 counter | procasp3 activ | PP1 counter | TPT1 inh | core dimer inh | PP5 primary
COc1ccc(N2CCN(C(=O)c3ccc(OCc4c(C)noc4C)c(OC)c3)CC2)cc1 | 5.2 | -5.1 | 5.8 | 1.0 | 0.8 | 0.7 | -1.6 | -2.1 | 0.6
CC(C)C(=O)Nc1ccccc1N1CCN(C(=O)c2ccccc2)CC1 | -0.1 | -1.7 | 3.3 | 2.8 | 2.6 | -3.1 | -1.7 | 4.1 | 3.0
O=C(NC1CCN(C(=O)NC2CCCCC2)CC1)c1ccco1 | 3.3 | 5.9 | -7.2 | 5.2 | 7.4 | -1.0 | 0.5 | 0.9 | -2.2
Cc1ccccc1C(=O)Nc1ccccc1C(=O)NC1CC1 | 7.6 | -0.2 | -8.1 | -1.5 | 0.9 | -2.0 | -1.1 | -3.2 | -1.6

New compounds follow
SMILES | AHR activator | proCasp7 act | PAFAH2 FP inh | CTSL1 counter | procasp3 activ | PP1 counter | TPT1 inh | core dimer inh | PP5 primary
COc1ccc2c(c1OC)C(=O)OC2N1C(=O)CC[C@H]1C(=O)Nc1ccc(F)cc1F (stereo partly drawn) | 1.7 | 7.4 | 3.9 | -1.3 | 5.2 | -3.0 | -3.2 | 2.1 | -1.3
COc1ccc(CCNC(=O)COc2ccc(S(=O)(=O)NCC(C)C)cc2Cl)cc1OC | 3.4 | -5.6 | 2.8 | -0.6 | 3.0 | 18.5* | 0.3 | 5.8 | 1.9
Cc1ccc2oc(=O)cc(CN3CCN(Cc4ccccc4)CC3)c2c1 | 19.1 | 0.3 | 0.7 | 9.0 | -5.2 | -7.1 | 1.0 | -16.6 | -7.7
CCN1C(=O)/C(=C2/Sc3ccc(OC)cc3N2C)SC1=Nc1ccc(OC)cc1 | -1.9 | 1.6 | 2.6 | -2.2 | -7.6 | -1.3 | 2.6 | -1.2 | 3.5
CCN1CCN(C(=O)Nc2cccc3ccccc23)CC1 | 10.1 | -1.1 | 5.7 | -0.7 | -3.6 | -1.3 | -2.1 | 0.2 | -1.8
CCOC(=O)C1CCCN(C(=O)Cn2c(=O)c3cccn3c3cccnc32)C1 (stereo not drawn) | 0.5 | 4.6 | 4.9 | -0.9 | 2.1 | -3.2 | 2.6 | 7.7 | 1.2
Nc1nnnn1/N=C/c1cccc(OCc2ccccc2Cl)c1 | 10.2 | -0.9 | 2.0 | 0.0 | -1.1 | 9.2 | -1.4 | 1.1 | 2.9
Cc1ccc2c(c1)c1c3n2CCN=C3CCC1 | 45.0 | 1.2 | 9.3 | 2.4 | -1.6 | 1.5 | 2.0 | -0.1 | -0.8
COC(=O)c1ccc(NC(=O)c2cccc(N3C(=O)C4C5C=CC(C6CC56)C4C3=O)c2)cc1 (stereo not drawn) | -4.7 | 10.4 | -30.3 | 3.4 | -3.2 | -0.1 | -0.6 | -3.0 | 1.5
COc1ccc(C2C(C#N)=C(N)Oc3n[nH]c(C)c32)cc1Cn1nc(C)c([N+](=O)[O-])c1C (stereo not drawn) | 4.2 | 1.4 | 0.8 | 1.6 | 2.9 | 1.9 | 1.1 | 39.8 | 0.4
O=C(Nc1ccccn1)c1ccc(CN(c2ccccc2)S(=O)(=O)c2ccccc2)cc1 | 20.4 | 1.6 | -8.7 | -6.7 | -4.5 | -0.3 | 4.0 | 14.3 | 7.5
COc1ccccc1NC(=O)c1ccc2nc(C)c(C)nc2c1 | 8.6 | -2.5 | 7.2 | 1.9 | 4.3 | 0.5 | 3.9 | 3.0 | 3.0
Cc1cc(C)c(C#N)c(SCc2nc3ccccc3[nH]2)n1 | 67.7* | 2.5 | 10.5 | -3.2 | 156.3* | -2.4 | 0.8 | -14.1 | 1.6
COC(=O)c1ccc(C)c(NC(=O)CCSc2ccc(C)cc2)c1 | 6.5 | -6.0 | -1.4 | 8.2 | 2.3 | -6.0 | -5.1 | -4.9 | 2.2
COCC(C)n1c(C)cc(C(=O)COc2ccc(S(=O)(=O)N3CCOCC3)cc2Cl)c1C (stereo not drawn) | -0.5 | -6.8 | -0.5 | 3.5 | 1.3 | -2.3 | -3.0 | 3.5 | 0.9
CC12CCC(C(=O)Nc3ccccc3N3CCOCC3)(CC1=O)C2(C)C (stereo not drawn) | -1.2 | 4.8 | -10.5 | -1.6 | 5.5 | 0.8 | 1.0 | 2.2 | 2.7
